# Screens: PubChem, National Center for Advancing Translational Sciences (NCATS)
# Sm TGR block – S. mansoni TGR enzyme inhibition; Q962Y6; purified TGR, DTNB reduction, TNB absorbance 405 nm; Potency, µM (highest dose often 114 µM), without a hit: top-dose activity change, negative = inhibition, most hits filed as inhibitors; actives 3% (n = 360,000); AID 485364; active means well fitted inhibition curve with a large enough effect; inconclusive means small, poorly fitted or top-dose-only effect; inactive means no such curve, though single readings can be large or run the other way; further: nearly all actives have a fitted effect of over 60% in size
#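 TGR 20 nM + NADPH 100 uM (dispensed conc.), cpd preinc 15 min RT; start with NADPH (500 uM addition) then DTNB (15 mM addition). Kinetic TNB absorbance, 405 nm filter. Four-parameter Hill fit across titration.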
# * hit, by the source's call; u = inconclusive. On the % scale 0 is the no-effect control and ±100 the full control effect; potency means the concentration at half of the fitted maximal effect.
canonical_smiles	Sm TGR block
CC1=C(C(=O)Nc2cccnc2)C(c2ccccc2)n2nc(-c3ccc(O)cc3)nc2N1 (stereo unspecified)	1%
COc1ccc(CNC(=O)C2=C(C)C(=O)OC23CCCCC3)cc1OC	4%
COc1ccc(CNc2ncnc3c2c(-c2ccccc2)cn3-c2ccc(C)c(Cl)c2)cc1	-4%
CC(=O)c1ccc(NC(=O)C2Cc3ccccc3N2C(=O)c2ccccc2)cc1 (stereo unspecified)	5%
COc1ccc(CNC(=O)Cc2csc3nc(-c4ccc(F)cc4)cn23)cc1	3%
Cn1ccc2cc(S(=O)(=O)N3CCCN(C(=O)Nc4ccc(Br)cc4)CC3)ccc21	-10%
Nc1c(C(=O)Nc2ccccc2)sc2nc3c(cc12)CN(Cc1ccccc1)CC3	-3%
Cc1ccc(Cl)cc1NC(=O)N(Cc1ccc2c(c1)OCO2)C1CCN(Cc2ccccc2)CC1	-2%
O=C(CSc1nncn2c1cc1occc12)Nc1ccccc1C(F)(F)F	-19%
COC(=O)c1cc2sc(C)cc2n1Cc1ccc(F)cc1Cl	19%
CCC(=O)N1CCc2cc(S(=O)(=O)NCCC(=O)NC(C)c3ccccc3)ccc21 (stereo unspecified)	11%
Cc1ccc(CNC(=O)c2cc(-c3ccc(Cl)cc3)on2)cc1	1%
Cc1cccc(-c2nc(S(=O)(=O)c3ccccc3)c(N3CCN(c4ccccc4)CC3)o2)c1	-3%
CCCCOc1ccc(S(=O)(=O)n2nc(C)c(S(=O)(=O)N3CCC(C)CC3)c2C)cc1	2%
COc1cccc(-c2ccc3c(N)c(C(=O)Nc4cc(C(F)(F)F)ccc4OC)sc3n2)c1	4%
O=C(CS(=O)(=O)c1cccc2nsnc12)N1CCN(c2cccc(Cl)c2)CC1	-22%
CC1CCCN(Cc2c(O)ccc3c(=O)c(Oc4ccc(C(C)(C)C)cc4)c(C(F)(F)F)oc23)C1 (stereo unspecified)	u
CCCCOc1ccc(CNC(=O)C2CCCN(c3nnc(-n4c(C)ccc4C)s3)C2)cc1 (stereo unspecified)	-35%
O=C(Nc1ccc(F)c(Cl)c1)N1CCN(C(=O)c2nsc3ccccc23)CC1	9%
COc1ccc(Cl)cc1NC(=O)Cn1ncc2c3ccccc3n(C)c2c1=O	-6%
O=C(O)C1=CC(c2ccc(Br)cc2)n2ncnc2N1 (stereo unspecified)	11%
CN(C)c1ccc(-c2nc(-c3cccs3)c(-c3cccs3)[nH]2)cc1	-5%
CCOC(=O)CC(NS(=O)(=O)c1cc(-c2cc(C)no2)ccc1C)c1ccc(C)cc1 (stereo unspecified)	-1%
Cc1cccn2c(=O)c(/C=C(\C#N)c3nc4ccccc4s3)c(Oc3ccc(Br)cc3)nc12	-10%
Cc1ccc(CNC(=O)c2ccc3c(c2)nc2n3CCCC2)cc1	4%
O=C(NCC(c1ccc2c(c1)OCO2)N1CCOCC1)C(=O)Nc1cccc(Cl)c1 (stereo unspecified)	2%
CC(=O)c1c(C)n(-c2cccc(C)c2)c2ccc(OC(=O)COc3ccccc3)cc12	17%
CCOC(=O)c1ccc(NC(=O)c2c(NCc3cccs3)sc3c2CCCC3)cc1	-32%
COCCCn1c(=O)c2sccc2n2c(CCCC(=O)NC3CCC(C)CC3)nnc12 (stereo unspecified)	0%
COc1cccc(NC(CNS(=O)(=O)c2ccc(Cl)cc2)c2ccccc2)c1 (stereo unspecified)	3%

# The final 6 entries of the section before are carried over, then new ones follow:
canonical_smiles	Sm TGR block
Cc1ccc(CNC(=O)c2ccc3c(c2)nc2n3CCCC2)cc1	4%
O=C(NCC(c1ccc2c(c1)OCO2)N1CCOCC1)C(=O)Nc1cccc(Cl)c1 (stereo unspecified)	2%
CC(=O)c1c(C)n(-c2cccc(C)c2)c2ccc(OC(=O)COc3ccccc3)cc12	17%
CCOC(=O)c1ccc(NC(=O)c2c(NCc3cccs3)sc3c2CCCC3)cc1	-32%
COCCCn1c(=O)c2sccc2n2c(CCCC(=O)NC3CCC(C)CC3)nnc12 (stereo unspecified)	0%
COc1cccc(NC(CNS(=O)(=O)c2ccc(Cl)cc2)c2ccccc2)c1 (stereo unspecified)	3%
COc1ccc(Nc2cc(C(=O)NCc3ccccc3OC)c3ccccc3n2)cc1	5%
Cn1cc(C(=O)N2CCN(c3cccc(C(F)(F)F)c3)CC2)c2c3ccccc3n(C)c2c1=O	0%
Cc1ccc(C(=O)NCCc2ccc(Cl)cc2)cc1-n1c(C)nc2cccnc21	-3%
Cc1ccsc1CN(C(=O)COc1ccc(Cl)cc1)C1CCS(=O)(=O)C1 (stereo unspecified)	9%
COc1ccc(CNC(=O)c2cc(=O)[nH]c3ccc(S(=O)(=O)N4CCCC4)cc23)c(OC)c1	3%
CC(=O)N1CCc2c(sc3c2c(=O)n(-c2ccccc2)c(=O)n3CC(=O)c2ccccc2)C1	10%
O=C(NCc1ccccc1F)c1sc2ncccc2c1-n1cccc1	1%
COc1ccc(OC)c(NC(=O)CN(C)S(=O)(=O)c2ccc(C(=O)N3CCOCC3)s2)c1	-5%
CCOc1ccc(-n2nc(CO)c(C(=O)NCc3ccccn3)n2)cc1	5%
COc1ccccc1CN1CCN(C2CCN(C(=O)NC(C)C)CC2)C(=O)C1=O	-15%
COC(=O)c1ccc(NC(=O)c2cccn(Cc3ccccc3C)c2=O)cc1	1%
CCOc1cc(CNC(=O)c2ccc3c(c2)nc2n3CCCCC2)ccc1OC	-5%
CCCOc1ccc(CN2C(=O)C(=O)c3cccc(C)c32)cc1	1%
Cc1ccc(OC(C)C(=O)N2CCN(CCc3ccncc3)CC2)cc1C (stereo unspecified)	-34%
Cc1ccc(Cn2cccc(C(=O)Nc3ccc4c(c3)OCCO4)c2=O)cc1	12%
CC(=O)c1ccc(NC(=O)COc2ccccc2-c2nc(-c3ccc(C)cc3)no2)cc1	-10%
COc1ccc2oc(-c3ccc(NC(=O)c4ccc(Cl)cc4Cl)cc3)nc2c1	5%
COc1ccc(Cc2c(C)nn(-c3nc(C)c(C(=O)Nc4cccc(C(C)=O)c4)s3)c2C)cc1	-1%
CC(=O)N1c2ccc(S(=O)(=O)N3CCCCCC3)cc2CC1C(=O)NCc1cccc(C)c1 (stereo unspecified)	1%
CC(C)OCCCNC(=O)C(=O)Nc1c2c(nn1-c1ccccc1)CS(=O)(=O)C2	-1%
Cc1ccc(C)c(CN2C(=O)c3ccccc3Sc3ccc(C(=O)NCc4ccco4)cc32)c1	-9%
O=C(Nc1nc(-c2ccccc2)ns1)c1ccc(Cl)cc1	-6%
CCCn1ccc2c(OCC(=O)NCc3ccc(C)cc3)cccc2c1=O	-7%
CCOc1ccc2nc(NC(=O)c3cccn(Cc4ccc(Cl)cc4)c3=O)sc2c1	2%
COc1ccc(CCNC(=O)CCc2c(C)nc3c(c(C)nn3-c3ccc(C)c(C)c3)c2C)c(OC)c1OC	-6%
Cc1cc(C)cc(NS(=O)(=O)c2ccc(-n3cccn3)cc2)c1	9%
Cc1ccc2cc3cc(C(=O)N4CCN(c5ccccc5)CC4)sc3nc2c1	5%
Cc1ccc(C)c(N2CCN(C(=O)c3ccc(NC(=O)c4nsc5ccccc45)cc3)CC2)c1	26%
COC(=O)c1ccc(NC(=O)C(=O)NCCc2csc3nc(-c4ccccc4F)nn23)cc1	5%
CCn1ccc2cc(S(=O)(=O)N3CCCN(C(=O)Nc4ccccc4F)CC3)ccc21	-29%

# Following part
canonical_smiles	Sm TGR block
CCOc1ccc(C(CC(=O)Nc2ccc(C(=O)OC)cc2)N2Cc3ccccc3C2=O)cc1OC (stereo unspecified)	1%
CN(C)C(=O)c1c(NC(=O)c2ccccc2F)sc2c1CCCC2	-2%
O=C(CC1C(=O)OCCN1Cc1ccccc1)Nc1ccc(F)cc1 (stereo unspecified)	u
Cc1cc(NC(=O)N2CC=C(c3c[nH]c4ccccc34)CC2)ccc1Br	-8%
O=C(CN1C(=O)CSc2ccc(S(=O)(=O)N3CCCCC3)cc21)NCc1ccc(F)cc1Cl	-4%
CC(C)Oc1ccc(CNC(=O)C2CCCN(S(=O)(=O)c3ccc4c(ccn4C)c3)C2)cc1 (stereo unspecified)	1%
COc1cccc(NC(=O)N(CCC(C)C)C2CCN(C(C)C)CC2)c1	5%
COc1cc(OC)c(NC(=O)c2cn(C)c(=O)c3cc(OC)c(OC)cc23)cc1Cl	-11%
Cc1ccc(OC(C)C(=O)N2CCN(CCc3ccccn3)CC2)cc1C (stereo unspecified)	4%
CCc1ccc2c(c1)c(=O)c(C(=O)c1ccc(C)cc1)cn2CC(=O)Nc1ccc2c(c1)OCCO2	0%
O=C(CCS(=O)(=O)c1nc(-c2ccc3c(c2)OCO3)cc(C(F)(F)F)n1)Nc1ccccc1F	u
O=C(CSc1nc2ccccc2nc1Cc1ccccc1F)Nc1cccc(C(F)(F)F)c1	79µM*
Cc1ccccc1OCC(=O)N1CCN(CCc2ccccn2)CC1	1%
Cc1cc(C(F)(F)F)c2c(N)c(C(=O)Nc3c(Cl)cccc3Cl)sc2n1	15%
CCCCOc1ccc(C(=O)N(Cc2ccc(C(C)C)cc2)C2CCS(=O)(=O)C2)cc1 (stereo unspecified)	-2%
COc1ccc(NC(=O)Cn2c(=O)n(CCCC(=O)NCc3ccccc3OC)c(=O)c3ccccc32)cc1Cl	9%
COc1ccc(OC)c(CNC(=O)c2ccc(Sc3ccc(Cl)cc3)c(NC(C)=O)c2)c1	-2%
CCOc1ccc(NC(=O)c2c(C)oc3nc(C)nc(N4CCOCC4)c23)cc1	5%
Cc1cccc(NC(=O)N2CCC(CN3CCC(C)CC3)CC2)c1C	1%
COc1cc(C2c3c(oc4ccccc4c3=O)C(=O)N2c2ccccn2)cc(OC)c1OC (stereo unspecified)	4%
CCOC(=O)CSc1nc2ccc(NC(=O)COc3ccc(F)cc3)cc2s1	3%
CCCCOc1ccc(S(=O)(=O)NCc2csc(-c3ccc(OC)cc3)n2)cc1	-2%
Cc1ccc(-c2nc(S(=O)(=O)c3ccc(F)cc3)c(N3CCN(c4ccccc4)CC3)o2)cc1	7%
O=C1N(Cc2ccccc2Cl)c2ccccc2C1(O)c1c[nH]c2ccccc12 (stereo unspecified)	5%
Cc1ccc(CCNC(=O)C(C)n2nc(C)c3c(C)n(-c4ccc(C)cc4)nc3c2=O)cc1 (stereo unspecified)	-1%
O=C(CN1C(=O)CCc2cc(S(=O)(=O)N3CCOCC3)ccc21)NCc1ccccc1Cl	-18%
CCc1cccc(CC)c1NC(=O)c1ccc2c(c1)CCN2S(=O)(=O)c1ccccc1	3%
COc1ccc2c(c1)cc(CNc1ccc(OC)c(OC)c1)c(=O)n2CC(=O)Nc1ccc(F)cc1	-30%
Cc1ccc(Nc2nc(C)nc(N)c2S(=O)(=O)c2ccccc2)cc1	-1%
CN(C(=O)c1ccc2c(c1)N(Cc1ccc(F)cc1)C(=O)c1ccccc1S2(=O)=O)C1CCCCC1	-1%

# (cont.)
canonical_smiles	Sm TGR block
CCSc1nc(-c2ccccc2)nc2c1Cc1c(CO)cnc(C)c1O2	-7%
CC(C)(C)NC(=O)c1oc2ccccc2c1NC(=O)c1ccccc1F	9%
CCOc1ccc(NC(=O)N(C(C)C)C2CCN(C(C)=O)CC2)cc1	14%
CCOc1ccccc1NS(=O)(=O)c1c(C(=O)OC)sc2cccc(F)c12	0%
O=C(Cn1c(-c2cccs2)cc2cc(F)ccc21)N1CCN(c2cccc(Cl)c2)CC1	0%
Cc1cccc(NC(=O)c2sc3ncnc(N(C)C4CCCCC4)c3c2C)c1C	6%
CCn1c(=N)c(C(=O)NC2CCCCC2)cc2c(=O)n3cc(C)ccc3nc21	-4%
CC(C)(C)OC(=O)N1CCC(c2c(C(=O)NCc3ccco3)cnn2-c2ccccc2Cl)CC1	-22%
COc1ccc(-c2ccc(NS(=O)(=O)c3cccc(Cl)c3)cc2)nn1	-1%
CCCNC(=O)CN1C(=O)c2cccnc2Sc2ccccc21	0%
COC(=O)c1c(NC(=O)c2ccccc2C(=O)O)sc2c1CCCC2	-2%
CCOc1cc(C(=O)Nc2nnc3n2CCS3)cc(OCC)c1OCC	8%
CCn1c(CN2CCCCC2)nc2cc(NC(=O)COc3cc(C)ccc3C(C)C)ccc21	0%
COCCNC(=O)CSc1nc(-c2ccccc2)[nH]c1-c1ccc(OC)cc1	5%
Cc1ccc(C)c(NC(=O)CCc2c(C)nn(-c3ccc(N4CCCC4)nn3)c2C)c1	5%
O=C(CCn1cnc2onc(-c3ccc(F)cc3)c2c1=O)N1CCN(c2ccccc2)CC1	-1%
CSc1nc(Nc2ccc(C)cc2)c(C#N)c(-c2ccccc2)n1	-1%
CCOc1ccc(NC(=O)c2oc3ccccc3c2NC(=O)COc2cccc(OC)c2)cc1	-5%
CCN(CC)CCCNC(=O)Cn1nc(N2CCN(c3ccccc3OC)CC2)ccc1=O	11%
CC(C)c1ccc(Nc2ncnc3onc(-c4ccc(F)cc4)c23)cc1	-7%
CCCCn1c(-c2ccc(S(=O)(=O)N3CCOCC3)cc2)csc1=Nc1ccccc1	0%
COc1ccc(NC(=O)CC2NCCNC2=O)c(OC)c1 (stereo unspecified)	0%
COc1ccc(N2CCN(c3ccc(-c4nc(-c5cccc(C)c5)no4)cc3[N+](=O)[O-])CC2)cc1	4%
CCOC(=O)c1sc2ncn(CC(=O)Nc3ccc(C)cc3Br)c(=O)c2c1C	-3%
CCN(Cc1nc(-c2ccc(OC)cc2)oc1C)S(=O)(=O)c1ccc(C)cc1	1%

# This is a subset; count on the stated rates, not on these rows.
